From PubChem
TDP43 rescue: inhibitors of TDP-43 toxicity in yeast. TDP-43 expressing yeast growth rescue, BacTiter-Glo, 24 h. Potency, µM (top dose mostly 46.1 µM), for the others: at the highest dose growth rescue (activation), hits mostly activators. 410,000 compounds, 1.8% hits; also: % of control where 0% means no effect; nearly all actives have a fitted effect of over 50% in size
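Galactose-induced TDP-43 yeast, OD600=0.02, compound pinned; 24 hr, 30 deg C; BacTiter-Glo luminescence for growth. Inhibitors of TDP-43 toxicity read as activators.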
GLP1R inv ag: GLP-1 receptor (human) inverse agonism; P43220; HEK293 GLP-1R CRE-luciferase, luminescence, 24 h; GLP-1R form is constitutively active; Potency, µM (titrated, usually from 38.3 µM), for the others: at the top dose activity change, negative = inhibition, most hits filed as inhibitors; 410,000 compounds, 1.6% hits; AID 624417; also: % is scaled to controls: 0 for no effect and ±100 for the full control effect; nearly all actives have a fitted effect of over 55% in size
Target sequence (P43220 whole entry, looked up): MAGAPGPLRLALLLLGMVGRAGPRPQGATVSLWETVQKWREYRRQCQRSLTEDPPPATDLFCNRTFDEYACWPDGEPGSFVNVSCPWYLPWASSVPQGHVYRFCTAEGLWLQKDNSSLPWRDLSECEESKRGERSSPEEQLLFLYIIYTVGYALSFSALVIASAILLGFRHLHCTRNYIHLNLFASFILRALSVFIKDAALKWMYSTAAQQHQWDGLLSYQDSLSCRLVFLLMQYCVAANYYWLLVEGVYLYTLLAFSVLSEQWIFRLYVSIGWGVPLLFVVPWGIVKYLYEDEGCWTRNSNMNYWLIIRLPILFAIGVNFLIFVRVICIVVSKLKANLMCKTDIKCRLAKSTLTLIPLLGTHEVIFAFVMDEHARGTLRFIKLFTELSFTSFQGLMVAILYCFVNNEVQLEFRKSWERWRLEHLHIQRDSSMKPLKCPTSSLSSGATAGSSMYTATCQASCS
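Stable HEK293 clone (constitutively active GLP-1R + cAMP-response luciferase); 200 cells/uL plated, 12 h pre-culture, compound 24 hr, 37 deg C/5% CO2; detection reagent 12 min RT; luminescence.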
GLP1R cytotox: cytotoxicity counter-screen for GLP-1 receptor inverse agonists. Potency, µM (top dose mostly 38.3 µM), for inactives: top-dose activity change, negative = inhibition, most hits filed as inhibitors. 410,000 compounds, 0.13% hits. AID 624418. HEK293 cAMP-luciferase reporter cells, luminescence, 24 h;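 also: loss of luciferase light is scored as toxicity; % is scaled to controls: 0 for no effect and ±100 for the full control effect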
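Quantitative HTS format, 1536 wells, 200 cells/uL seeded. Compounds: 23 nL, 24 h, 37 °C. Detection: luciferase reagent, luminescence at 12 min RT; decreased signal taken as cytotoxic.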
* = called active by the depositor; u = inconclusive. Calls follow the shape of the dose curve; as a rule, active = well fitted curve in the direction sought with a large enough effect; inconclusive = small, poorly fitted or top-dose-only effect, or another doubt; inactive = no such curve, though single readings can be large; an effect the other way counts as inactive or inconclusive. Potency is read from the fitted curve at half-maximal effect.

Preview, 4 compounds:
SMILES | TDP43 rescue | GLP1R inv ag | GLP1R cytotox
COc1ccc(Br)cc1C(=O)Nc1ccc(-c2nc3cc(Cl)ccc3o2)cc1 | 13% | 1% | 9%
CCCCCS(=O)(=O)c1oc(-c2cccs2)nc1S(=O)(=O)c1ccc(C)cc1 | 11% | 5% | 1%
O=C(Cn1cc(SCc2ccc(F)cc2)c2ccccc21)N1CCCC1 | 18% | u | -1%
Cc1nn(-c2ccccc2)c(OC(=O)C(C)(C)C)c1Sc1ccccc1 | u | -21% | -6%

The list itself, previewed entries included:
SMILES | TDP43 rescue | GLP1R inv ag | GLP1R cytotox
COc1ccc(Br)cc1C(=O)Nc1ccc(-c2nc3cc(Cl)ccc3o2)cc1 | 13% | 1% | 9%
CCCCCS(=O)(=O)c1oc(-c2cccs2)nc1S(=O)(=O)c1ccc(C)cc1 | 11% | 5% | 1%
O=C(Cn1cc(SCc2ccc(F)cc2)c2ccccc21)N1CCCC1 | 18% | u | -1%
Cc1nn(-c2ccccc2)c(OC(=O)C(C)(C)C)c1Sc1ccccc1 | u | -21% | -6%
COC(=O)c1ccc(NC(=O)CSc2ccc(-c3cccs3)nn2)cc1 | -14% | 9% | 3%
O=C(CCS(=O)(=O)c1nc(-c2ccc3c(c2)OCO3)cc(C(F)(F)F)n1)Nc1ccc(Br)cc1 | u | u | u
Cc1ccc(C(=O)O)cc1NC(=O)c1nsc2ccccc12 | 12% | 3% | 4%
CCOc1ccc(C(=O)Nc2nc(-c3ccc(Br)cc3)ns2)cc1 | 10% | 7% | 2%
COc1cccc(CNC(=O)CNS(=O)(=O)c2ccc3nc(C)sc3c2)c1 | 23% | 0% | -9%
CC1CCN(S(=O)(=O)c2ccc3c(c2)N(CC(=O)NCc2ccccc2Cl)C(=O)CS3)CC1 | 14% | u | 1%
CCN1CCN(c2ncnc3c2cnn3-c2cccc(C)c2)CC1 | 12% | 12% | 9%
Cc1ccc(-n2nc(CO)c(C(=O)NCc3cccs3)n2)cc1 | 6% | -17% | -1%
CCOc1ccc(OCC)c(NS(=O)(=O)c2cc(-c3onc(C)c3C)ccc2OC)c1 | 21% | -8% | 3%
CCCC(=O)Nc1ccc2nc(SCC(=O)N3CCOCC3)sc2c1 | 11% | 7% | -5%
COc1cccc(CNC(=O)CCc2c(C)c3cc4c(C)coc4c(C)c3oc2=O)c1 | 8% | 8% | 15%
COc1ccc(S(=O)(=O)c2c(Nc3ccc(C)cc3C)sc(C(=O)c3ccc(F)cc3)c2N)cc1 | u | u | -8%
O=C(C1COc2ccccc2O1)N1CCN(c2nc3ccc(F)cc3s2)CC1 (centres undefined) | 20µM* | u | 0%
CCn1cc(S(=O)(=O)c2cccc(Cl)c2)c(=O)c2cc(F)c(N3CCC(C)CC3)cc21 | 0% | 10% | -5%
Cc1ccc(C)n1-c1nnc(N2CCCC(C(=O)NCc3ccccc3)C2)s1 (centres undefined) | -4% | 1% | 2%
O=C(CCSCc1ccc(Cl)cc1)NCc1ccc(F)cc1Cl | u | u | 0%
O=S(=O)(c1ccc(-c2cc(C(F)(F)F)on2)s1)N1CCN(c2cccc(Cl)c2)CC1 | 3% | 8% | 7%
CCN(CC)S(=O)(=O)c1ccc2c(c1)N(CC(=O)Nc1ccc(F)cc1)C(=O)CO2 | 18% | -30% | -7%
CCOc1ccc(CCNC(=O)c2c(C)oc3ncnc(N4CCOCC4)c23)cc1 | 21% | -4% | 0%
Cc1ccc(-c2nnc(C3CCN(S(=O)(=O)c4ccc(C)c(C)c4)CC3)o2)cc1 | u | -5% | -2%
Cc1ccc(CN(Cc2ccco2)C(=O)COc2cccc(C)c2C)o1 | 8% | 11µM* | 4%
Further results follow.
SMILES | TDP43 rescue | GLP1R inv ag | GLP1R cytotox
Cc1cc(NC(=O)c2cc(-c3ccc(F)cc3)on2)nn1Cc1ccc(Cl)cc1 | 7% | -5% | 12%
COc1ccc(N2CC(NC(=O)C(=O)c3c[nH]c4ccccc34)CC2=O)cc1 (centres undefined) | 13% | u | -10%
CCN(CC)c1ccc(NC(=O)c2cc3c(=O)n4cccc(C)c4nc3n2C)c(C)c1 | 15% | 0% | 4%
CCOc1ccc(NC(=O)CSc2nc(-c3ccc(OC)cc3)nc3c2Cc2c(CO)cnc(C)c2O3)cc1 | 10% | -2% | -5%
CCOc1ccc(C(=O)Nc2cccc(NC(=O)c3ccco3)c2)cc1Cl | 23% | -26% | -9%
Cc1ccc(OCC(=O)Nc2ccc3nn(-c4ccc(Cl)cc4)nc3c2)cc1 | 9% | 3% | -3%
CCc1ccc(Cn2c(CNS(=O)(=O)c3ccc(C)c(C)c3)nc3cccnc32)cc1 | 15% | -24% | -14%
Cc1ccc(CNC(=O)Cn2ccn(-c3ccc(F)c(F)c3)c(=O)c2=O)cc1 | 2% | -3% | -2%
Cc1ccccc1C(=O)Nc1cccc(C(=O)OCc2cc(=O)n3c(C)csc3n2)c1 | u | u | -7%
Cc1cccc(NC(=O)c2sc3nc(-c4ccccc4)cn3c2C)c1C | 1% | 5% | -14%
COc1cc(CNc2ccc3c(c2)ncn3C(C)C)cc(OC)c1OC | 12% | -16% | -19%
CCOC(=O)c1c(NC(C)=O)c2c3c(sc2n1Cc1cc(C)ccc1C)CCCC3 | 22% | 6% | 0%
Cc1cccc(S(=O)(=O)c2cn(Cc3ccccc3)c3cc(N4CCC(C)CC4)c(F)cc3c2=O)c1 | 8% | -1% | 1%
O=C(Nc1ccc(F)c(Cl)c1)c1cc(S(=O)(=O)N2CCc3ccccc3C2)ccc1F | -10% | 0% | 1%
CCCCN1C(=O)CN(C2CCCCCC2)C(=O)C1c1ccc(OCC)c(OC)c1 (centres undefined) | 6% | 9% | -4%
O=C(Nc1cccc(F)c1)c1cnc2sc(N3CCCC3)nn2c1=O | 22% | -6% | -12%
COc1ccc(Cl)cc1S(=O)(=O)Nc1ccc2[nH]c(=O)[nH]c2c1 | 20% | 9% | 5%
COc1ccc(-c2nn3c(-c4ccc(OC)cc4)nnc3c3ccccc23)cc1 | 9% | 6% | -21%
COc1cccc(NC(=O)CN(C)S(=O)(=O)c2ccc3nc(C)sc3c2)c1 | 5% | -8% | 2%
COc1cc(OC)cc(-c2cc3nc(C)c(CCC(=O)Nc4ccc(C(C)=O)cc4)c(C)n3n2)c1 | -1% | 7% | 7%
Cc1ccc(N2CC(NC(=O)c3ccc(S(=O)(=O)N4CCCCC4)cc3)CC2=O)cc1 (centres undefined) | 26% | 8% | -1%
COc1cc(OC)c(NC(=O)c2csc3c2CCC(C)C3)cc1Cl (centres undefined) | -8% | -7% | 0%
CCOc1ccc(CCNC(=O)CCc2cn(Cc3ccccc3F)c3ccccc23)cc1OCC | 17% | u | -3%
COC(=O)c1ccc(NC(=O)CSc2nccn2Cc2ccc(Cl)cc2)cc1 | u | -14% | 0%
CC(=O)Nc1ccc(C(=O)CSc2nnc3ccc4ccccc4n23)cc1 | -4% | 5% | 0%
Next part
SMILES | TDP43 rescue | GLP1R inv ag | GLP1R cytotox
Cc1ccc(C)c(NC(=O)C2CCN(S(=O)(=O)c3c(C)noc3/C=C/c3cccs3)CC2)c1 | 6% | -6% | 5%
CC1CCN(C(=O)Cn2cc(SCc3ccccc3)c3ccccc32)CC1 | 13% | u | -29%
COc1cc(OC)c(NC(=O)N2CCC(CN3CCCC3)CC2)cc1Cl | 15% | 3% | 3%
CCOC(=O)c1[nH]c2c(c1Cc1ccccc1OC)C(=O)CC(c1ccc(OC)cc1)C2 (centres undefined) | 18% | -23% | -3%
CCC(C)n1c(=O)c2sccc2n2c(CCCC(=O)NCc3ccccc3Cl)nnc12 (centres undefined) | 17% | 6% | -2%
COc1ccc(Nc2c3c(nc4ccc(NC(=O)/C=C/c5cc(OC)c(OC)c(OC)c5)cc24)CCCC3)cc1OC | 14% | u | u
CCOc1ccc(CCNC(=O)c2ccc(-n3c(C)cc4c3CCC(C)C4)cc2)cc1OCC (centres undefined) | 21% | 30% | -7%
COc1ccc(-n2nnc(-c3nc(-c4cccs4)no3)c2N)cc1OC | 9% | 14% | 3%
Cc1nc(CC(=O)Nc2cc(Cl)ccc2C)cs1 | u | 2% | 6%
COc1ccccc1Nc1nn2c(=O)c3ccc(C(=O)NCCc4ccccc4)cc3nc2s1 | 11% | u | u
Cc1ccc(CSc2ncc(Cl)c(C(=O)Oc3ccc(F)cc3)n2)cc1 | 10% | 0% | 9%
COc1ccc(-c2noc(CSc3nc(N)cc(=O)[nH]3)n2)cc1OC | 4% | 20% | 0%
Cc1nc2ccccn2c(=O)c1NC(=O)c1ccccc1Cl | -12% | 12% | -12%
Cc1ccc(N2CCN(c3cc(C)nc4c(-c5ccc(Cl)cc5)c(C)nn34)CC2C)cc1 (centres undefined) | 6% | 8% | -1%
Cc1ccc(CNC(=O)c2ccc3c(c2)N(Cc2ccccc2)C(=O)c2ccccc2S3(=O)=O)cc1 | 26% | -12% | -3%
COC(=O)c1ccc(NC(=O)CCc2c(C)nn(-c3ccc(N4CCCCC4)nn3)c2C)cc1 | 3% | 2% | 4%
CCCc1nn2c(=O)cc(COC(=O)c3cccc(NC(=O)COc4ccc(F)cc4)c3)nc2s1 | 10% | 9% | -6%
CCc1ccc(-c2cn3c(n2)sc2cc(C(=O)NC4CCCCCC4)ccc23)cc1 | 9% | 3% | -8%
CCc1ccc(NC(=O)Cn2c3ncccc3c(=O)n2-c2ccc(C)c(C)c2)cc1 | 8% | 18% | -5%
CCN(c1ccc(Cl)cc1)S(=O)(=O)c1nnc(NC(=O)C2CCCCC2)s1 | -1% | -19% | -6%
COc1ccc(CCNC(=O)CCCn2c(=O)c3cccn3c3cccnc32)cc1OC | 10% | 10% | 5%
Cc1oc2c(C)c3oc(=O)c(CC(=O)N4CCCCC4)c(C)c3cc2c1C | 16% | 0% | 2%
CCOCCCNC(=O)c1ccc(-n2c(-c3ccccc3)cc3c2CCCC3)cc1 | 5% | -6% | 15%
O=C(CSc1nc(=O)[nH]c2c1CCC2)Nc1cc(C(F)(F)F)ccc1Cl | 19% | 8% | -1%
CCn1c(=O)c2sccc2n2c(CCCC(=O)Nc3ccc(Oc4ccccc4)cc3)nnc12 | 15% | 6% | -16%

Single records, as listed above:
COc1ccc(-c2noc(CSc3nc(N)cc(=O)[nH]3)n2)cc1OC reads TDP43 rescue: 4%; GLP1R inv ag: 20%; GLP1R cytotox: 0%
CC1CCN(C(=O)Cn2cc(SCc3ccccc3)c3ccccc32)CC1 reads TDP43 rescue: 13%; GLP1R inv ag: u; GLP1R cytotox: -29%

Additional compounds follow:
SMILES | TDP43 rescue | GLP1R inv ag | GLP1R cytotox
Cc1ccc(-c2noc(CNC(=O)c3ccc(C)c(Cl)c3)n2)cc1 | -4% | u | -9%
CCCn1c2ccccc2c2cnn(CC(=O)N3CCN(c4ccccc4)CC3)c(=O)c21 | u | 5% | 0%
Cc1ccc(C)c(N2CCN(C(=O)c3cc4c(=O)n(Cc5ccco5)ccc4nc3C)CC2)c1 | -10% | -10% | 7%
Cc1cccc(NC(=O)Cc2ccc(-n3c(C)nc4cccnc43)cc2)c1C | 29% | -13% | 1%
COc1ccccc1N1CCN(C(=O)c2ccc3c(c2)N(Cc2cc(C)ccc2C)C(=O)c2ccccc2S3(=O)=O)CC1 | 28% | u | 1%
O=C(CCn1c(=O)c2sccc2n(Cc2ccc(F)cc2Cl)c1=O)NCc1ccc2c(c1)OCO2 | 17% | 11% | 10%
CCOc1ccc2nc(N(Cc3cccnc3)C(C)=O)sc2c1 | u | 7% | -5%
O=C1c2oc3ccccc3c(=O)c2C(c2cccc(O)c2)N1c1nncs1 (centres undefined) | -9% | u | u
Cc1noc(/C=C/c2ccccc2F)c1S(=O)(=O)N1CCC(C(=O)NCC(C)c2ccccc2)CC1 (centres undefined) | 23% | -16% | 6%
COc1cccc(C(=O)Nc2ccccc2C(=O)OCc2cc(=O)n3nc(C)sc3n2)c1 | 0% | 8% | 7%
O=C(NC1CC(=O)N(c2ccccc2)C1)C1CCCCC1 (centres undefined) | -4% | 11% | 12%
Cc1ccc(CN2C(=O)CN(C3CCCCCC3)C(=O)C2c2ccc(F)cc2)cc1 (centres undefined) | -7% | 10% | 4%
CCc1ccc(NC(=O)Cn2c(=O)n(-c3cc(C)cc(C)c3)c(=O)c3oc4ccccc4c32)cc1 | 12% | -1% | -2%
COc1ccc(OC)c(CNC(=O)c2cc(=O)[nH]c3ccc(S(=O)(=O)N4CCCCC4C)cc23)c1 (centres undefined) | 14% | -6% | -10%
COc1ccc(C(=O)Nc2cc3cc(Cl)ccc3oc2=O)cc1OC | 16% | 6% | -1%
Cc1cc(-n2c(SCC(=O)NCc3ccccc3)nc3ccsc3c2=O)ccc1Cl | 3% | u | -17%
CCOc1ccccc1N(C)C(=O)Cn1nc(Cc2ccncc2)c2ccccc2c1=O | 2% | -6% | 4%
Cc1cc(C)c(S(=O)(=O)NCc2ccc3c(c2)CCN3C(=O)c2ccccc2)c(C)c1 | 6% | 6% | 0%

These rows are one share of the data; rates above refer to the full screens.
